HEK293 tox: HEK 293 cell cytotoxicity; HEK 293 viability, ATP luminescence (CellTiter-Glo), 48-72 h; 94,000 compounds, 6.6% hits; Potency, µM (doses to about 115 µM), for inactives: at the highest dose activity change, negative = cytotoxicity, hits mostly inhibitors; AID 1345083; further: potency means the concentration at half of the fitted maximal effect; nearly all actives have a fitted effect of over 60% in size
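HEK 293 cells at 250 cells/well were exposed to compounds by pintool transfer for 48 or 72 hr at 37 degree Celsius, 5% CO2. Viability was read as ATP-coupled luminescence with CellTiter-Glo after 10 min at room temperature.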
IP6K1 inhibitor: blocks human inositol hexakisphosphate kinase 1. IP6K1 kinase, ADP-Glo luminescence, 2 h; stronger effect = lower value. Q92551. activity change, % (series mostly up to about 58 µM). 140,000 compounds, 0.81% hits. AID 1645851; in the data active means activity change below about -25%
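ADP-Glo luminescence measures ADP made by human IP6K1 during a 2 h RT reaction with ATP/IP6 (mix at 1.3 mM/130 uM); top library doses 57.5 and 19.1 uM final.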
SNCA expr inh: inhibitors of alpha-synuclein (SNCA) gene expression; HEK-293 SNCA-luciferase knock-in, luminescence, 24 h; Potency, µM (series often up to 57.2 µM), inactives show top-dose activity change, negative = inhibition, hits mostly inhibitors; 140,000 compounds, 0.17% hits;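 further: potency means the concentration at half of the fitted maximal effect; plate controls were DMSO cells for no effect and cell-free wells for full effect; nearly all actives have a fitted effect of over 45% in size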
GPT2 inh: blocks human glutamate pyruvate transaminase 2. Potency, µM (highest dose often 57.7 µM), without a hit: at the top dose activity change, negative = inhibition, actives largely listed as inhibitors. Recombinant GPT2, coupled pyruvate oxidase/HRP Amplex Red fluorescence. 100,000 compounds, 0.25% hits. Q8TD30; further: potency means the concentration at half of the fitted maximal effect; nearly all actives have a fitted effect of over 60% in size; many of its hits are not listed in these tables
Target sequence (Q8TD30 whole entry, looked up): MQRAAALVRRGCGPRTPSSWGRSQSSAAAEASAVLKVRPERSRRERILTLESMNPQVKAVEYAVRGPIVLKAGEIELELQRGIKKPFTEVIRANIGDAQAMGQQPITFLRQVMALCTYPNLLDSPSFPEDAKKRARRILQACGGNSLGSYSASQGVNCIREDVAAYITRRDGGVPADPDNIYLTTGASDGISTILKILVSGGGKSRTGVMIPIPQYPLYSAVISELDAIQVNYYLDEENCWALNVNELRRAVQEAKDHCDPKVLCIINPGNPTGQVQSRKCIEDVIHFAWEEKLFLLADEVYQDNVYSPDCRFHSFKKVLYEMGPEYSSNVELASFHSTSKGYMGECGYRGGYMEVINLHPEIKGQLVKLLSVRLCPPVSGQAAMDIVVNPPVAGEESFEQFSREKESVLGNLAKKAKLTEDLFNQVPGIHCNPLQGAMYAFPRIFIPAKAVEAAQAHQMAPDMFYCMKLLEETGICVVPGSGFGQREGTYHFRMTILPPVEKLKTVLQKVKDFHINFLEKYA
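Inhibition is scored from Amplex Red fluorescence generated when pyruvate oxidase and HRP act on pyruvate released by GPT2. Reactions contain 10ng/uL enzyme, 250uM a-KG and 2mM L-alanine and run 30 min at room temperature.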
Luciferase inh: Photinus pyralis luciferase inhibition; P08659; purified P. pyralis luciferase, luminescence, biochemical; Potency, µM (highest dose often 115 µM), without a hit: top-dose activity change, negative = inhibition, actives largely listed as inhibitors; 76,000 compounds, 2.5% hits; AID 1347043; further: potency means the concentration at half of the fitted maximal effect; nearly all actives have a fitted effect of over 65% in size
Target sequence (P08659 whole entry, looked up): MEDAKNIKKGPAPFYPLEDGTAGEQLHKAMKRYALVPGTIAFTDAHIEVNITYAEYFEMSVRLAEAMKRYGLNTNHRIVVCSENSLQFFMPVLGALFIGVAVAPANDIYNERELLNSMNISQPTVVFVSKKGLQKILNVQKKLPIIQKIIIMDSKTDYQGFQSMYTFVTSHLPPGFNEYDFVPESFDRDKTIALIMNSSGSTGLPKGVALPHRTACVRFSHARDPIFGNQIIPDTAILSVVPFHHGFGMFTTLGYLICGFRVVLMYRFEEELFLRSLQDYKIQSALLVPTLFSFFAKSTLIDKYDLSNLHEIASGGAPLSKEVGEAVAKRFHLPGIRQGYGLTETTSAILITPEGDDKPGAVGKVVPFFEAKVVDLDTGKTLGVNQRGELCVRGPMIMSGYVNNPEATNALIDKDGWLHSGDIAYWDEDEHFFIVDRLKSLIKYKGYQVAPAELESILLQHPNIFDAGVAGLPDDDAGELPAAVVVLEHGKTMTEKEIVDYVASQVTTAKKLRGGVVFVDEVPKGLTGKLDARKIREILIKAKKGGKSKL
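FLuc 10nM, D-luciferin 10uM, ATP 10uM, Mg acetate 10mM, Tris acetate pH 7.5, Tween/BSA; cpd qHTS; enzyme added last; CCD luminescence.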
SNCA viab count: counter-screen for SNCA expression inhibitors: cell viability; AID 1671193; Potency, µM (top dose mostly 57.1 µM), inactives show at the highest dose activity change, negative = cytotoxicity, actives largely listed as cytotoxic; 150,000 compounds, 0.12% hits; HEK-293-SNCA-luc viability, GF-AFC fluorescence, 24 h;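 further: potency means the concentration at half of the fitted maximal effect; 0% = DMSO-treated cells and -100% = medium-only wells without cells; nearly all actives have a fitted effect of over 30% in size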
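Cytotoxicity counterscreen: after 24 h compound treatment of genome-edited SNCA-luciferase HEK-293 cells, live-cell protease substrate GF-AFC read by fluorescence after 30 min; activity scaled between DMSO (0%) and medium-only (-100%), curves Hill-fitted.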
NIH3T3 tox: kills NIH 3T3 cells; NIH 3T3 viability, CellTiter-Glo ATP luminescence, 48-72 h; Potency, µM (series often up to 96.7 µM), for the others: at the top dose activity change, negative = cytotoxicity, usual class: inhibitors; 94,000 compounds, 4.3% hits; AID 1345082; further: potency means the concentration at half of the fitted maximal effect; nearly all actives have a fitted effect of over 55% in size
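First NIH 3T3 cells are plated at 400 cells/well; next compound is pinned in; then plates incubate 48 or 72 hr at 37 °C; finally CellTiter-Glo is added and luminescence read after 10 min.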
An asterisk follows results filed as active; i = inactive; ? = inconclusive; . = not tested or not shown; & = joins results of further samples; [ ] = dose if it differs, or a comment. Unless noted, the call rests on the fitted dose curve; in most records, active means well fitted curve in the direction sought with a large enough effect; inconclusive means small, poorly fitted or top-dose-only effect, or another doubt; inactive means no such curve, though single readings can be large; an effect the other way counts as inactive or inconclusive. Unless noted, on the % scale 0 is the no-effect control and ±100 the full control effect. These rows are one share of the data; count on the stated rates, not on these rows.

compound,HEK293 tox,IP6K1 inhibitor,SNCA expr inh,GPT2 inh,Luciferase inh,SNCA viab count,NIH3T3 tox
COCCC(=O)N[C@H]1CC[C@]2(C)CCC([C@H](C)C(=O)NCCc3ccc(OC)c(OC)c3)[C@H](O)[C@H]2[C@@H]1C (stereo partly drawn),-16.2%,17.7,-0.9%,-12.8%,2.8%,-5.9%,-19.1%
Cc1ccccc1OCCCCn1c(C2CC(=O)N(c3ccccc3Cl)C2)nc2ccccc21 (stereo not drawn),.,-17.6,-6.3%,.,.,-3.2%,.
COc1ccccc1CC(=O)N1CCC2(CC1)NC(=O)N(c1cccc(F)c1)N2,?,-9.8,-17.1%,-20.4%,7.6%,-17.5%,?
CN1CCN(C(=O)c2ccc3c(c2)N(Cc2c(F)cccc2Cl)C(=O)c2ccccc2S3)CC1,.,4.2,-19.4%,.,.,7.0%,.
COc1cccc(-c2ncc(CNC(=O)C3NCCc4[nH]cnc43)s2)c1 (stereo not drawn),-23.9%,6.7,72.5%[activator],?,-7.2%,-0.9%,-28.9%
CCc1ccc(OCC(=O)c2ccc3c(c2)N(CC(=O)NCCCOC)C(=O)CO3)cc1,?,10.7,16.9%,i,-13.3%,-17.9%,-18.3%
CC(C)C(=O)N1Cc2ccccc2CC2(CCCCN2CC2CCNC2)C1 (stereo not drawn),-21.0%,-7.3,8.0%,i,.,-18.3%,?
O=C1CC2CCN(C(=O)C3CCCC3)CC2CCN1 (stereo not drawn),i,-12.9,?,-12.6%[88.5 µM],.,2.4%[87.6 µM],i
CCCCOc1ccc(C(=O)N2CCC[C@H]2c2nc(-c3ccccc3)no2)cc1,?,-4.3,-11.2%,i,-14.1%,12.3%,?
O=C(c1noc(-c2ccc(F)cc2)n1)N1CCN(c2ccc(Cl)cc2)CC1,?,-11.2,7.1%,3.6%,?,7.9%,?
O=C(N[C@H]1[C@H]2CCO[C@H]2[C@@H]1N1CCCC1)c1ccc(-c2cccc(F)c2)cc1,-28.5%,12.0,-3.2%,?,-6.7%,-5.8%,?
CCn1nc(C)cc1C(=O)N1CCCC(CCC(=O)NCc2ccc(OC)cc2OC)C1 (stereo not drawn),?,-4.1,72.3%[activator],i,-21.6%,1.6%,?
COc1ccc(-c2cn3nc(N4CCCC(C(=O)NCc5ccc(Cl)cc5)C4)sc3n2)cc1 (stereo not drawn),.,12.2,275.3%[activator],.,.,7.0%,.
Cc1cnc(-c2ccncc2)n1CCNC(=O)CCC1CCCC1,-23.0%,2.6,-24.4%,i,4.9%,-4.5%,-15.8%
CCC(Sc1nc(-c2ccccc2F)nc2c1Cc1c(CO)cnc(C)c1O2)C(=O)Nc1cc(C)ccc1C (stereo not drawn),.,-0.8,-9.8%,.,.,1.6%,.
COC(=O)c1cccc(NC(=S)N[C@H]2CO[C@H]3[C@@H]2OC[C@@H]3n2nnnc2-c2cccc(OC)c2)c1,?,7.6,-7.2%,-8.4%,6.5%,-8.6%,?
Cn1nccc1C(=O)N1CCCCCC1c1nc(-c2ccncc2)no1 (stereo not drawn),-2.6%,12.7,7.2%,i,-3.9%,-0.5%,-0.8%
COc1ccccc1CCN1CCCC(CN(C)C(=O)C(=O)c2cccn2C)C1 (stereo not drawn),-21.6%,0.9,?,-35.3%,0.3%,-7.7%,?
CCOC(=O)c1ccccc1NC(=O)Cn1c(=O)n(-c2cccc(C)c2)c(=O)c2c1c1cc(C)ccc1n2C,.,-7.1,-3.4%,.,.,8.9%,.
Cc1cnc(C(=O)N2CCCC(c3nc(-c4cccnc4)no3)CCNC(=O)CC2)cn1 (stereo not drawn),i,2.0,-0.4%,i,-3.6%,-0.2%,i
CC(=O)c1ccc(NC(=O)CSc2nccn2Cc2ccco2)cc1,.,-3.2,33.4%[activator],.,.,-11.4%,.
O=S1(=O)NCC2(CCN(Cc3c[nH]c4ccccc34)C2)Oc2ncccc21 (stereo not drawn),i,15.3,-15.6%,1.8%,.,5.8%,i
CNC(=O)c1cc(C)nc2onc(C3CCN(C(=O)Cc4ccc(F)cc4)C3)c12 (stereo not drawn),0.4%,9.3,.,.,.,.,-16.1%
Cc1ccc(OCC(=O)Nc2ccc3nc(SCC(=O)N4CCOCC4)sc3c2)cc1,.,-2.6,15.4%,.,.,7.3%,.
O=C(Cn1ccn2nc(-c3ccc(F)cc3)c(CO)c2c1=O)NCCC1=CCCCC1,14.6%,5.4,4.4%,-4.3%,-7.3%,14.7%,i
Cc1noc(C2CC3(CCN(C(=O)c4nn(C)c5ccccc45)CC3)CN2C)n1 (stereo not drawn),-6.9%,-2.5,-6.8%,i,-12.5%,0.0%,?
O=C(CSc1nccn1-c1ccc(F)cc1)Nc1cccc2ccccc12,.,-14.0,-16.9%,.,.,-1.1%,.
O=C(C1CC1)N1CC2(CCCN2Cc2cccnc2)Cc2ccccc21 (stereo not drawn),-26.5%,-5.7,-20.7%,i,.,-7.0%,-4.5%
Cc1ncoc1C(=O)N1CCC2(CCCN(Cc3cccc(F)c3F)C2=O)C1 (stereo not drawn),-33.9%,13.3,60.8%[activator],-22.0%,-4.8%,12.3%,-23.9%
Cc1ccc2c(C)c(C(=O)N(C)Cc3noc4c3CCCC4)oc2c1,44.7µM*,6.4,-4.3%,-30.2%,-8.3%,0.3%,?

Grouped by structure: the compounds so far containing a furan ring, fused or not
compound,HEK293 tox,IP6K1 inhibitor,SNCA expr inh,GPT2 inh,Luciferase inh,SNCA viab count,NIH3T3 tox
CC(=O)c1ccc(NC(=O)CSc2nccn2Cc2ccco2)cc1,.,-3.2,33.4%[activator],.,.,-11.4%,.
Cc1ccc2c(C)c(C(=O)N(C)Cc3noc4c3CCCC4)oc2c1,44.7µM*,6.4,-4.3%,-30.2%,-8.3%,0.3%,?

More compounds
compound,HEK293 tox,IP6K1 inhibitor,SNCA expr inh,GPT2 inh,Luciferase inh,SNCA viab count,NIH3T3 tox
CNC(=O)C1CCN(Cc2ccccc2-c2cccnc2)CC1,i,5.5,2.9%[87.6 µM],-11.7%[88.5 µM],.,1.1%[87.6 µM],2.5%[138 µM]
Cc1cccc(Cl)c1NC(=O)Cn1ccn2nc(-c3ccccc3)c(CO)c2c1=O,?,15.3,?,i,-2.7%,-4.8%,?
Cc1nn(CC(=O)NCc2ccc(N(C)C)cc2)c(=O)c2c(C)n(-c3ccc(Cl)cc3)nc12,.,-15.2,8.7%,.,.,5.4%,.
CCO[C@H]1CN(C(=O)c2ccc(-c3noc(C4CC4)n3)cc2)C[C@@H]1O,-4.2%,-8.2,1.9%,-12.2%[11.5 µM],4.5%,5.8%,-3.0%
Oc1c(C(c2ccc(F)cc2)N2CCCC2)sc2nc(-c3ccco3)nn12 (stereo not drawn),.,1.4,4.6%,.,.,-21.5%,.
Cn1nccc1C(=O)N1CCN(Cc2ccc(=O)n(CC3CC3)c2)CC1,-21.5%,5.3,-4.1%,i,-2.6%,-1.5%,-11.7%
CC(=O)OCC(Cc1ccccc1)NC(=O)C(Cc1ccccc1)NC(=O)c1ccccc1 (stereo not drawn),.,14.0,.,-24.6%[27.3 µM],.,-6.5%[23.9 µM],.
COCc1ncc(C)n1CCNC(=O)c1cc(-c2ccccc2C)n[nH]1,-0.1%,1.2,-19.9%,4.2%,-5.7%,5.6%,3.4%
CSCC(=O)NCCC[C@H](NC(=O)[C@@H]1[C@@H](NC(=O)Nc2ccc(F)cc2F)CCN1C(=O)CSC)C(N)=O,-9.7%,-7.7,?,-26.1%,-5.4%,-3.1%,-13.3%
CCOC(=O)c1ccc2ncc(C(=O)OCC)c(Nc3ccc(C)c(Br)c3)c2c1,.,19.1,-4.7%,.,.,-4.1%,.
COc1ccc(OC)c(NC(=O)CN2C(=O)CCc3cc(S(=O)(=O)N4CCCCC4)ccc32)c1,.,6.4,-23.9%,.,.,1.0%,.
CN1C(=O)[C@@H]2C[C@@H](CN2CC2CC2)Oc2ccccc21,?,-12.5,-7.5%[87.6 µM],i,-18.5%[230 µM],-0.7%[87.6 µM],?
Cc1ccc(C)c(-c2csc(-c3c(N)c(C(=O)c4ccc5c(c4)OCO5)n4ccccc34)n2)c1,.,29.6,2.2%,.,.,-5.3%,.
COc1ccc(-c2noc(CC3CCN(C(=O)c4cc(F)cc(F)c4)CC3)n2)cc1,?,-1.0,-4.8%,i,-4.5%,-16.0%,?
COc1ccc(NC(=O)Nc2ccc(C)n(CC(=O)N3CCCCCC3)c2=O)cc1,-1.6%,16.7,47.7%[activator],-8.4%,8.91µM*,10.6%,i
Cc1noc([C@H]2CCN(Cc3ccc4c(c3)CCO4)C[C@H]2NC(=O)C2CC2)n1,14.3%,29.9,8.3%,i,-4.3%,-0.7%,4.1%
COC[C@@H]1CN(Cc2cc(F)ccc2F)C[C@H]1C(=O)NC1CC1,-5.7%,7.1,-16.7%,3.6%,-7.6%,-14.1%,-8.9%
O=C1COCCN1C1CCN(Cc2cccc3ccccc23)CC1,-12.7%&-18.2%,-4.5&-2.0,-12.0%&74.8%,i,.,5.3%&6.2%,-5.9%&-6.8%

Seven neighbouring compounds from above:
compound,HEK293 tox,IP6K1 inhibitor,SNCA expr inh,GPT2 inh,Luciferase inh,SNCA viab count,NIH3T3 tox
Cc1cccc(Cl)c1NC(=O)Cn1ccn2nc(-c3ccccc3)c(CO)c2c1=O,?,15.3,?,i,-2.7%,-4.8%,?
Cc1nn(CC(=O)NCc2ccc(N(C)C)cc2)c(=O)c2c(C)n(-c3ccc(Cl)cc3)nc12,.,-15.2,8.7%,.,.,5.4%,.
CCO[C@H]1CN(C(=O)c2ccc(-c3noc(C4CC4)n3)cc2)C[C@@H]1O,-4.2%,-8.2,1.9%,-12.2%[11.5 µM],4.5%,5.8%,-3.0%
Oc1c(C(c2ccc(F)cc2)N2CCCC2)sc2nc(-c3ccco3)nn12 (stereo not drawn),.,1.4,4.6%,.,.,-21.5%,.
Cn1nccc1C(=O)N1CCN(Cc2ccc(=O)n(CC3CC3)c2)CC1,-21.5%,5.3,-4.1%,i,-2.6%,-1.5%,-11.7%
CC(=O)OCC(Cc1ccccc1)NC(=O)C(Cc1ccccc1)NC(=O)c1ccccc1 (stereo not drawn),.,14.0,.,-24.6%[27.3 µM],.,-6.5%[23.9 µM],.
COCc1ncc(C)n1CCNC(=O)c1cc(-c2ccccc2C)n[nH]1,-0.1%,1.2,-19.9%,4.2%,-5.7%,5.6%,3.4%
